High-throughput results from PubChem.
PolyA inhibitor: blocks polyadenylation in yeast reporter cells; S. cerevisiae SKY197-pL101 polyadenylation reporter, beta-gal luminescence; efflux-impaired pdr1/pdr3 knockout yeast; score 100 = 6 SD above DMSO; calls only at 12 µM; hit rate 0.02% among 300,000; AID 1875;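 active means lowest replicate activity score at least 50, where 100 means six control SD above control mean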;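 further: yeast exposed to compound for 9 h at 30 °C; higher score means more reporter readthrough which indicates perturbed polyadenylation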
GSK3 alpha inh: blocks human GSK-3 alpha kinase; AID 2650; hit rate 0.1% among 320,000; inhibition, % at 10 µM; ADP-Glo luminescence, 60 min; P49840;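 in the data active means inhibition above about 50%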;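 further: GST-tagged GSK-3 alpha with peptide substrate and 25 µM ATP; 0% = DMSO neutral wells and 100% = GW8510 positive control wells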
KCNQ1 block: blocks the human KCNQ1 potassium channel | AID 2642 | P51787 | hit rate 1.3% among 310,000 | CHO-K1 KCNQ1, FluxOR thallium flux fluorescence; stronger effect = higher value | B-score at 10 µM;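 active means compounds whose thallium flux B-score, printed positive for inhibition, exceeds three library SD while starting fluorescence stays within three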;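 further: channel opened by potassium depolarization with thallium stimulus after 20 min compound exposure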
KCNK9 block: blocks the human KCNK9 two-pore domain potassium channel. Q9NPC2. hit rate 1.2% among 310,000. HEK293 KCNK9, FluxOR thallium flux fluorescence; stronger effect = lower value. AID 488922. B-score at 10 µM;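 active means ratio B-score over 3 SD below the library mean, with starting fluorescence within 5 SD of its mean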;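 further: negative B-score means less thallium flux so channel inhibition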
Target sequence (Q9NPC2 whole entry, looked up, the tested form may be a part): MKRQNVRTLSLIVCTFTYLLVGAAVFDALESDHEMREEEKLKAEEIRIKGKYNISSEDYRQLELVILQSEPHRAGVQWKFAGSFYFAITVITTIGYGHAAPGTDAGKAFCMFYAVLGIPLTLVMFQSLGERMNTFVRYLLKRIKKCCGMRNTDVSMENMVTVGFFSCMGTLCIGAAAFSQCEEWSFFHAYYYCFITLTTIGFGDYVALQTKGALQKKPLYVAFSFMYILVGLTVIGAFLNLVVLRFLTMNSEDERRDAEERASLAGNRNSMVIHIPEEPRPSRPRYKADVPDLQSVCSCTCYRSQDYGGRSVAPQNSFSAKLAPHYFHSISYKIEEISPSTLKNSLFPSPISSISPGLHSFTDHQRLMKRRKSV
Dyrk1A ADPGlo: blocks rat Dyrk1A kinase activity; ADP-Glo luminescence, NFATc1 peptide; inhibition, % at 12.5 µM; hit rate 0.43% among 310,000; Q63470; AID 504441; in the data active means inhibition above about 50%;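 further: plate controls were vehicle with enzyme for no effect and no enzyme for full effect; many of its hits are not listed in these tables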
KCNK3 inh: human KCNK3 channel inhibition, primary screen. CHO-KCNK3 thallium flux, FluxOR fluorescence; stronger effect = lower value. B-score at 10 µM. hit rate 0.84% among 340,000;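 active means B-score under library mean minus 4 SD, starting fluorescence ratio at most library mean plus 5 SD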;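 further: more negative B-score means stronger inhibition of thallium flux through KCNK3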
Target sequence (O14649 whole entry, looked up): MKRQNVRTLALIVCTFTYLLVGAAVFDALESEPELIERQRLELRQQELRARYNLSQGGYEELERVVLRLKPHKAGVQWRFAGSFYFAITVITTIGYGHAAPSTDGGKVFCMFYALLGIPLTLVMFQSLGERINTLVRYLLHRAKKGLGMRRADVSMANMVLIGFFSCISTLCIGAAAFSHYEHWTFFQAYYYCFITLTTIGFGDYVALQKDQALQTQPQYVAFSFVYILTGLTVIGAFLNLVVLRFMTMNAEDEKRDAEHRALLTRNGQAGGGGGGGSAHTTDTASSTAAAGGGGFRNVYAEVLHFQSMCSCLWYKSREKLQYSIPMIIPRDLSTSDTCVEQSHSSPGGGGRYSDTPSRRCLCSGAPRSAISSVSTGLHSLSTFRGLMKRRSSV
RGS4 inh: inhibitors of human RGS4. P49798. AID 463165. HEK293 M3R/RGS4 inducible, Fluo-4 calcium flux; stronger effect = higher value; triggered by carbachol at its EC20. B-score at 10 µM. hit rate 0.45% among 310,000;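 active means B-score, a plate-corrected calcium signal, over three deviations above library mean, with baseline fluorescence within five deviations of library mean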;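 further: RGS4 expression induced by doxycycline in cells with stable M3 receptor; B-score is computed from the integrated fluorescence ratio over baseline after carbachol; higher B-score means a larger calcium signal and so more RGS4 inhibition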
Target sequence (P49798 whole entry, looked up): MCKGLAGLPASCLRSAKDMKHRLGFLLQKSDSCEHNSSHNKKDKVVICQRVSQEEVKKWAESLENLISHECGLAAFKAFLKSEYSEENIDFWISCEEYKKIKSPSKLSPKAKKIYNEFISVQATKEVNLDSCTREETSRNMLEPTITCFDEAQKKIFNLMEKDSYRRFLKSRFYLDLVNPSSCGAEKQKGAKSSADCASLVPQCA
RGS4 act: potentiators or activators of RGS4; HEK293 M3R/inducible RGS4, carbachol calcium flux Fluo4; stronger effect = lower value; B-score at 10 µM; hit rate 0.92% among 310,000; AID 463111;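 active means B-score of the integrated calcium signal more than 4 SD below the library mean, with starting fluorescence not abnormally high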;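 further: negative B-score means reduced calcium response which marks RGS4 activation or potentiation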
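System – HEK293 FlpIn-TREx cells, stable M3R, doxycycline-inducible RGS4 · Reagent – ECmax carbachol challenge · Times – compound preincubation 20 min at room temperature before agonist · Technique – Fluo4 fluorescence kinetic imaging of calcium · Measure – B score of integrated Fluo4 ratio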
GSK3B inh: blocks human GSK3beta kinase activity | P49841 | GST-GSK3beta kinase, ADP-Glo luminescence, 60 min; stronger effect = lower value | activity score (negative = inhibition), % at 10 µM | hit rate 0.038% among 300,000 | AID 2097;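 active means more than half of replicate wells score below -50%, meaning over 50% inhibition versus plate controls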;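 further: 0% = median DMSO wells and -100% = median GW8510 positive control wells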
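Assay system: GST-tagged human GSK3beta kinase, cell-free; Input: 1.6 ng GSK3beta; Medium: Tris/MgCl2 kinase buffer; Timing: 60 min enzyme reaction, room temperature; Signal: ADP-Glo luminescence quantifying ADP generated by kinase; Evaluation: score relative to plate controls; Benchmarks: DMSO neutral wells and GW8510 at 20 µM as positive.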
KCNQ1 pot: human KCNQ1 channel potentiation or activation; hit rate 0.35% among 310,000; CHO-K1 KCNQ1, thallium flux FluxOR fluorescence; stronger effect = higher value; P51787; AID 2648; B-score at 10 µM;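 active means fluorescence ratio B-score, a plate-corrected score, at least three library SD, with initial intensity B-score within 5 SD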
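Doses: Single concentration per compound, DMSO matched to controls | Test system: KCNQ1-transfected CHO-K1 cells | Timing: 90 min dye loading and 20 min compound exposure, both at room temperature | Measured by: Kinetic FluxOR thallium fluorescence, 10-s 1-Hz baseline, 110-s post-stimulus read | Medium: Assay buffer with matched DMSO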
hERG rescue: shields human hERG channel from block by proarrhythmic agents; Q12809; CHO-hERG, FluxOR thallium flux, dofetilide IC70 present; activation (rescue from dofetilide block), less the hit threshold, % at 10 µM; hit rate 0.51% among 310,000;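 active means activation above the mean of controls blocked by dofetilide plus 5 SD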;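 further: thallium influx through hERG after potassium depolarization seen as dye fluorescence rise; in these data hits start at about 4.7%; inactives centre near -7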
* hit, by the source's call; i = inactive; · = not tested or not shown. These rows are one share of the data; rates above refer to the full screens.

Screens in order: PolyA inhibitor, GSK3 alpha inh, KCNQ1 block, KCNK9 block, Dyrk1A ADPGlo, KCNK3 inh, RGS4 inh, RGS4 act, GSK3B inh, KCNQ1 pot, hERG rescue
> CN(C(=O)COC(=O)c1ccc2c(=O)n3c(nc2c1)CCC3)c1ccccc1
 : i, -4, i, i, -5, i, i, i, 3, i, -10
> O=C1CSc2ccc(S(=O)(=O)N3CCN(c4ccccc4F)CC3)cc2N1
 : i, -2, i, i, 0, i, i, i, -4, i, -1
> COc1ccccc1N1CCN(C(=O)c2cc3ccccc3[nH]2)CC1
 : i, 0, i, i, 1, i, i, i, -3, i, -12
> CCn1c(CCC(=O)Nc2ccccc2F)nnc1SCC(=O)Nc1ccc(OC)cc1
 : i, -3, i, i, 4, i, i, i, 0, i, -4
> COc1ccc(OC)c(-c2cc(C(=O)Nc3sc4c(c3C#N)CCC(C)C4)c3ccccc3n2)c1 (stereo not drawn)
 : i, 0, i, i, -1, i, i, i, 0, i, -12
> Cc1ccc(OCC(=O)Nc2ccc(S(=O)(=O)Nc3cc(C)nc(C)n3)cc2)c(C)c1
 : i, -2, i, i, -5, i, i, i, 6, i, -12
> CCc1ccc(CN2CCN(C(=O)c3cccc(OC)c3OC)CC2)cc1
 : i, -3, i, i, 1, i, i, i, 1, i, -6
> CC(=O)c1cccc(NC(=O)c2ccc3c(c2)OCO3)c1
 : i, -3, i, i, -6, i, i, i, -1, i, -10
> CN(c1ccccc1C(=O)NCc1ccccn1)S(C)(=O)=O
 : i, -1, i, i, -4, i, i, i, -1, i, -5
> COc1ccc(NC2=CC(=O)CC(C)(C)C2)cc1OC
 : i, -2, i, i, 1, i, i, i, 1, i, -6
> Cc1ccc2c(c1)-c1c(cnn1CC(=O)NC(C)CCc1ccco1)CO2 (stereo not drawn)
 : i, 0, i, i, 6, i, i, i, -1, i, -11
> CCOC(=O)C1=C(c2ccccc2)NC(SCC(=O)Nc2cccc(C)c2)=C(C#N)C1c1ccco1 (stereo not drawn)
 : i, -5, i, -6.7*, ·, -8.7*, i, i, -5, i, -7
> CN(C)C(=O)N1CCCC(C(=O)NCc2ccccc2)C1 (stereo not drawn)
 : i, -1, i, i, -3, i, i, i, -1, i, 0
> CCS(=O)(=O)N1CCN(C(=O)c2ccc(-c3ccccc3)cc2)CC1
 : i, -4, i, i, 11, i, i, i, 1, i, 1
> Cc1ccc(CNC(=O)[C@@H](NC(=O)C2CCN(C(=O)[C@@H]3CCCN3)CC2)C(C)C)cc1
 : i, -1, i, i, 9, i, i, i, 2, i, -8
> CNC(=O)OCCSCCS(=O)(=O)c1ccc(Cl)cc1
 : i, -2, i, i, -1, i, i, i, 3, i, -7
> Cc1ccc(Cn2cc(SCC(N)=O)c3ccccc32)cc1
 : i, -1, i, i, -4, i, i, i, 1, i, -9
> O=C(C1CCCN(S(=O)(=O)c2ccc(Br)cc2)C1)N1CCOCC1 (stereo not drawn)
 : i, 1, i, i, -2, i, i, i, 6, i, -12
> CCN(CC)CCNC(=O)c1ccc(NC(=O)c2c(F)cccc2Cl)cc1
 : i, -1, i, i, -2, i, i, i, 1, i, -8
> COC(=O)C1=C(C)N(C)C(=O)NC1c1ccc(O)c(Cl)c1 (stereo not drawn)
 : i, -1, i, i, 0, i, i, i, 2, i, -23
> COc1ccc(OC)c(CN2CCCCCC2)c1
 : i, -1, i, i, ·, i, i, i, -2, i, -7
> COc1ccc(S(=O)(=O)NCc2ccc(C(=O)N3CCN(c4ccccn4)CC3)cc2)cc1
 : i, 1, i, i, -12, i, i, i, 4, i, -2
> O=C(O)CCN1C(=O)NC2(CCCC2)C1=O
 : i, -7, i, i, 3, i, i, i, 1, i, -3
> Cc1ccc(CNC(=O)C(=O)NCC2OCCN2S(=O)(=O)c2ccc(C)cc2)cc1 (stereo not drawn)
 : i, -4, i, i, ·, i, i, i, 2, i, -6
> Cn1c(C(=O)NC2CC2)cc(=O)n(C)c1=O
 : i, 0, i, i, 2, i, i, i, 1, i, -6
> CCCCCc1c2c(cc(O)c1C(=O)O)OC(=O)c1c(cc(OC)cc1C(=O)CCCC)O2
 : i, -5, 8*, i, 7, i, i, -7*, 4, i, -32
> COc1ccc(CC(=O)Nc2cc(C)c3c(=O)oc4ccccc4c3n2)cc1
 : i, 3, i, i, 11, i, i, i, 2, i, -3
> Cc1c(NC(=O)c2ccc(-c3cccc([N+](=O)[O-])c3)o2)c(=O)n(-c2ccccc2)n1C
 : i, 0, i, i, 2, i, i, i, -2, i, -2
> CC(=O)Oc1ccc2nc(-c3cccs3)oc(=O)c2c1
 : i, -2, i, i, 6, i, i, i, -2, i, -3
> Cc1ccc(S(=O)(=O)c2cn(Cc3ccc(F)cc3)c3cc4c(cc3c2=O)OCO4)cc1
 : i, -1, i, i, -2, i, i, i, -2, i, -8
> Cc1cc(C)nc(SC2CCOC2=O)n1 (stereo not drawn)
 : i, -1, i, i, -9, i, i, i, 1, i, -12
> Cc1[nH]c(-c2ccc3c(c2)OCO3)nc1C(=O)O
 : i, 4, i, i, 16, i, i, i, -1, i, -4
> CC(=O)c1cc(C#N)c(Oc2ccccc2)nc1C
 : i, 0, i, i, -12, i, i, i, 2, i, -6
> OCCCNC(=S)Nc1ccc(Oc2ccccc2)cc1
 : i, 0, i, i, 3, i, i, i, 1, i, -10
> N/C(=N\NC(=O)c1cccs1)c1cc2ccccc2oc1=O
 : i, 0, i, i, ·, i, i, i, 0, i, -5
> Cc1ccc(C(=O)N(CC#N)CC#N)cc1C
 : i, -2, i, i, -2, i, i, i, 3, i, -6
> CC(Cc1c[nH]c2ccccc12)NC(=O)C1CCCNC1=O (stereo not drawn)
 : i, -3, i, i, 1, i, i, i, 1, i, 0
> COc1ccc(S(=O)(=O)N[C@@H](Cc2ccc(Cl)cc2)C(=O)N2CC[C@@]3(O)CCCC[C@H]3C2)cc1
 : i, -2, i, i, 10, i, i, i, 2, i, -15
> O=C1CCc2cc(S(=O)(=O)NCCC(=O)NC3CCCCC3)ccc2N1
 : i, 1, i, i, -4, i, i, i, 0, i, -6
> CC1CN(C(=O)c2cccc(S(=O)(=O)N3CCN(c4ccc(F)cc4)CC3)c2)CC(C)O1 (stereo not drawn)
 : i, -1, i, i, -8, i, i, i, 4, i, -8
> Clc1ccc(Nc2ccc(NCc3ccccc3)nn2)cc1
 : i, -1, i, i, 9, i, i, -7.6*, -2, i, -11
> CN(Cc1ccccc1)S(=O)(=O)c1cn(C)cn1
 : i, -1, i, i, 2, i, i, i, -1, i, -10
> COc1ccc(CC(=O)NNC(=O)COc2ccc3ccccc3c2)cc1
 : i, 0, i, i, -1, i, i, i, 0, i, -1
> CCN(C(=O)C1CCCN(c2nc(-c3ccc(OC)cc3)no2)C1)c1ccccc1F (stereo not drawn)
 : i, -1, i, i, 13, i, i, i, 1, i, -11
> O=C(NCc1ccncc1)c1ccc(NS(=O)(=O)c2cccc([N+](=O)[O-])c2)cc1
 : i, -3, i, i, ·, i, i, i, 6, i, -10
> COC(=O)c1ccc(C(=O)N2CCCC(CNC(=O)c3ccc(F)cc3)C2)cc1 (stereo not drawn)
 : i, 1, i, i, -3, i, i, i, 4, i, -4
> Cc1ccc(NC(=O)COC(=O)Cc2csc(-c3cccc(F)c3)n2)cc1C
 : i, -1, i, i, -4, i, i, i, 6, i, -3
> CCCOc1ccc(/C(O)=C2/C(=O)C(=O)N(CCCn3ccnc3)C2c2cccs2)cc1 (stereo not drawn)
 : i, 0, i, i, -1, i, i, i, 1, i, -1
> CCn1c(SCc2nc3scc(-c4ccccc4)c3c(=O)[nH]2)nnc1-c1cccs1
 : i, -2, i, i, -2, i, i, i, -1, i, -15
> Cc1ccc(C(=O)OCC(=O)N2CCOCC2)cc1
 : i, 2, i, i, -7, i, i, i, 0, i, -8
> O=C(NCc1ccccc1Cl)C1CCC(CNc2nc(=S)[nH]c3ccccc23)CC1 (stereo not drawn)
 : i, ·, i, i, -12, i, i, i, -4, i, 5.6*
> NC(=O)C1CCN(C(=O)c2ccc(NC3=NC4CS(=O)(=O)CC4S3)cc2)CC1 (stereo not drawn)
 : i, 0, i, i, 6, i, i, i, -1, i, -3
> CCOC(=O)c1c(C)[nH]c(C(=O)OCC(=O)NC(C)(C)C)c1C
 : i, -1, i, i, 6, i, i, i, 4, i, -7
> CCn1[nH]c(=O)c(=Nc2c(C)n(C)n(-c3ccccc3)c2=O)cc1-c1ccc(Cl)cc1
 : i, -1, i, i, 1, i, i, i, 0, i, -12
> CN(C(=O)COC(=O)/C=C/c1ccccc1[N+](=O)[O-])c1ccccc1
 : i, -2, i, i, ·, i, i, i, 2, i, -11
> O=C(c1cccs1)N1CCN=C1SCc1ccc(Cl)cc1
 : i, -2, i, i, 14, i, i, i, 1, i, -11
> O=c1c2c3c(sc2ncn1/N=C/c1ccc(Br)o1)CCCC3
 : i, 0, i, i, 0, i, i, i, 1, i, -1
> NC(=O)c1oc2ccccc2c1NC(=O)Cc1ccccc1
 : i, 2, i, i, 8, i, i, i, -2, i, -8
> O=C1CCCN1CCCNCC(=O)N1c2ccccc2Sc2ccccc21
 : i, -3, i, i, 0, i, i, -9.4*, 0, i, -6

Record cards, as listed above:
Clc1ccc(Nc2ccc(NCc3ccccc3)nn2)cc1 is entered as PolyA inhibitor: i; GSK3 alpha inh: -1; KCNQ1 block: i; KCNK9 block: i; Dyrk1A ADPGlo: 9; KCNK3 inh: i; RGS4 inh: i; RGS4 act: -7.6*; GSK3B inh: -2; KCNQ1 pot: i; hERG rescue: -11
CC1CN(C(=O)c2cccc(S(=O)(=O)N3CCN(c4ccc(F)cc4)CC3)c2)CC(C)O1 (stereo not drawn) is entered as PolyA inhibitor: i; GSK3 alpha inh: -1; KCNQ1 block: i; KCNK9 block: i; Dyrk1A ADPGlo: -8; KCNK3 inh: i; RGS4 inh: i; RGS4 act: i; GSK3B inh: 4; KCNQ1 pot: i; hERG rescue: -8
